# ASAP1 inh: inhibitors of human ASAP1 ArfGAP activity. Q9ULH1. ASAP1-stimulated ARF1 GTP hydrolysis, GDP FP detection. inhibition, % at 16.5 µM. actives 0.19% (n = 360,000). AID 624377; in the data active = inhibition above about 25%;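 note: 0% = vehicle with enzyme and substrate and 100% = no enzyme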
# Target sequence (Q9ULH1 325-724 limits assumed): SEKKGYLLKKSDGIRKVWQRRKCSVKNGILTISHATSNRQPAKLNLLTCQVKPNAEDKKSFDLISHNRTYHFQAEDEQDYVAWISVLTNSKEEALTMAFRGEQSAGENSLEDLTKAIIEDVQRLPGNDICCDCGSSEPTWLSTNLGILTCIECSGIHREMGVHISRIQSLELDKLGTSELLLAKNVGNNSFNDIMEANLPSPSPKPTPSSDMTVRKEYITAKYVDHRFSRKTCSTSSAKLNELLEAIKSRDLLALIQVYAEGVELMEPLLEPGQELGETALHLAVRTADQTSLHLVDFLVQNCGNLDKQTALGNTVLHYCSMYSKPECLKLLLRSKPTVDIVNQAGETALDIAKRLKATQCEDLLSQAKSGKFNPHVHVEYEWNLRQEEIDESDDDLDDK
# sPLA2-III inh: Blocks human group III sPLA2 activity; Q9NZ20; QFRET BODIPY PC-A2 liposome hydrolysis, fluorescence; inhibition, % at 12.2 µM; actives 0.56% (n = 370,000); AID 743126;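 active = inhibition above mean plus 3 SD of compounds lying within the high and low control bounds, cut at about 19% in these data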;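 note: 0% = median of test compound wells and 100% = no enzyme DMSO wells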
# PLC-gamma1 inh: PLC-gamma1 (human) inhibition, primary screen. P19174. AID 720700. actives 0.84% (n = 370,000). inhibition, % at 12.2 µM. purified PLC-gamma1, fluorogenic substrate, fluorescence; in the data active = inhibition above about 9.5%
# Rev-erbA mod: modulates human Rev-erb alpha binding to DNA | P20393 | Rev-erbα–FITC-DNA binding, fluorescence polarization, 90 min | activity, % at 10 µM | actives 0.79% (n = 370,000);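 active = activity above about 14%, limit read from the data; passing the limit was not always enough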;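 note: 0% = DMSO wells with 35 nM protein and 100% = DMSO wells with 750 nM protein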
# PLCb3 inh: blocks human PLC-beta3 enzyme activity. AID 720704. Q01970. actives 0.18% (n = 370,000). inhibition, % at 12.2 µM. Purified PLC-beta3, fluorogenic substrate, fluorescence; in the data active = inhibition above about 11%;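 note: 0% = median of compound wells on plate and 100% = full blocker control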
# ARFGAP1 inhibitor: inhibitors of rat ARFGAP1; Q62848; Arfgap1-stimulated ARF1 GTP hydrolysis, GDP FP detection; inhibition, % at 16.5 µM; actives 0.26% (n = 360,000);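 active = inhibition above a per-plate limit, mean inhibition of low control wells plus 3 SD, cut at about 25% in these data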;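 note: 0% = DMSO wells with enzyme and 100% = wells lacking Arfgap1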
# Target sequence (Q62848 1-136 limits assumed): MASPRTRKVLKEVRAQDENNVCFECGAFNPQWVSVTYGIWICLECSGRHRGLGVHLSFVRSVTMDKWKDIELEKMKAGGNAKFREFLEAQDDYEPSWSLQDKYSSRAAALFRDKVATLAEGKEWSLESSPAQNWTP
#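 System: truncated rat Arfgap1 GAP domain / Medium: HEPES-based buffer, pH 7.5 / Also added: N-terminally truncated human ARF1-GTP substrate / Incubation: enzyme reaction 120 min at 25 °C after 20 min preincubation / Measured by: FP of antibody-bound GDP Alexa 633 tracer, ex 620/em 688 nm / Replicates: singlicate, each compound tested once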
# DDE Tn6 FP inh: DD(E)-Tn6 binding inhibition, primary FP screen; Fibrin DD(E) TRITC-Tn6 fluorescence polarization displacement; inhibition, % at 8.3 µM; actives 0.21% (n = 370,000); P02675; AID 720509;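 active = inhibition above a per-campaign cutoff: mean of compounds within control limits plus 3 SD, cut at about 15% in these data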;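 note: 0% = median of all compound wells on the plate and 100% = blocking peptide control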
# KLK7 zymogen act: proKLK7 (human) activation, primary screen | P49862 | purified proKLK7, EDANS-DABCYL substrate fluorescence; 100% is mature enzyme control, 0% vehicle | activation, % at 7 µM | actives 0.9% (n = 370,000);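 active = activation above the mean of all tested compounds plus 3 SD, computed per campaign excluding outliers beyond control limits, cut at about 13% in these data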
# Target sequence (P49862 whole entry, looked up): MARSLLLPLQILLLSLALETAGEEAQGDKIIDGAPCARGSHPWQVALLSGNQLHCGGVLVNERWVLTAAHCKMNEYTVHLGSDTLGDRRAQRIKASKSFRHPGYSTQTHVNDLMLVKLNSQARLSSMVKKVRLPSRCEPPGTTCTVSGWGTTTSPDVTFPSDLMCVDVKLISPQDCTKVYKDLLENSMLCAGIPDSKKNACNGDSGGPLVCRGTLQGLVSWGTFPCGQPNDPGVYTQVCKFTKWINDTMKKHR
# DDE Tn7 FP inh: DD(E)-Tn7 binding inhibition, primary FP screen | inhibition, % at 8.3 µM | actives 0.13% (n = 370,000) | FP displacement of FITC-Tn7 peptide from fibrin DD(E); 0% = median of compound wells per plate | AID 720508;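 active = inhibition above the mean of compounds falling within the control limits plus 3 SD of them, cut at about 14% in these data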;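 note: 0% = plate median of compound wells and 100% = 10 µM Aha-Tn7 peptide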
#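 Assay system: Human clot-derived fibrin DD(E) complex | Buffer or medium: Tris/NaCl/CaCl2 buffer, pH 7.8 | Repeats: One replicate per compound | Benchmarks: Aha-Tn7 high control | Measure: % inhibition scaled between sample-field median and high-control FP | Schedule: 10 min plus 3 h, room temperature | Signal: Fluorescence polarization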
# UHRF1 binding: blocks human UHRF1 binding to methylated DNA | Q96T88 | UHRF1 binding to methylated oligo, TR-FRET | inhibition, % at 4.4 µM | actives 0.75% (n = 370,000) | AID 687016; in the data active = inhibition above about 21%;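 note: UHRF1 SRA domain binding a hemimethylated CpG hairpin DNA probe; 0% = median of test compound wells and 100% = reference inhibitor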
# * marks the source's active call; other numbers are inactive results; nt = not tested or not shown.
SMILES,ASAP1 inh,sPLA2-III inh,PLC-gamma1 inh,Rev-erbA mod,PLCb3 inh,ARFGAP1 inhibitor,DDE Tn6 FP inh,KLK7 zymogen act,DDE Tn7 FP inh,UHRF1 binding
Cc1ccn(-c2cc(O)c(-n3ccc(C)n3)cc2O)n1,-12,-5,-2,1,-8,-7,-1,-0.1,3,-2
COc1ccc(CC2(CO)COc3ccccc3C2=O)cc1 (stereo unspecified),-8,-8,1,-6,-3,-4,3,0.0,1,2
O=C(O)CCC1C(=O)NC(=O)CC1c1ccccc1 (stereo unspecified),-10,-3,1,3,0,-9,1,0.3,2,0
CCC(OC(=O)CN1C(=O)C(=O)c2ccccc21)C(=O)Nc1ccccc1OC (stereo unspecified),0,5,-2,-2,-5,-2,-10,-0.3,-2,-3
CCCCN(CC)CCCNC(=O)Cn1nc(Cc2cccnc2)c2ccccc2c1=O,-14,2,0,-3,-2,-7,-1,-0.9,-1,-1
c1ccc2c(c1)N1CCCN=C1N2CCN1CCCCC1,7,0,1,-4,2,2,0,0.7,-3,-1
Cc1ccc(NC(=O)CN2C(=O)CCSc3ccccc32)cc1C,nt,-2,-1,-1,-2,nt,-5,0.2,5,0
O=S(=O)(O)c1nc2ccccc2n1Cc1ccc(Cl)cc1,-2,-22,7,-1,-7,9,-5,0.7,0,2
CCOc1ccc(NC(=O)CN2CCCC2c2cccs2)cc1S(=O)(=O)N1CCCC1 (stereo unspecified),8,-6,-1,-6,-7,-4,-3,0.4,0,-1
CCOc1ccccc1OCC(=O)Nc1ccc(Cl)cc1Cl,2,6,-1,1,5,-6,3,0.0,6,3
CSc1ccccc1NC(=O)CN(C)Cc1ccc(Br)cc1,-4,-8,3,0,3,-2,-2,0.3,1,-3
O=C(c1cccs1)N1C[C@@H](n2cc(C3CC3)nn2)[C@H](O)C[C@@H]1c1ccc(Cl)cc1,-11,-2,-2,2,3,-5,3,-0.4,5,-2
O=Cc1c[nH]c2cccc(OCc3ccccc3)c12,-6,-6,-42,-2,-55,-12,8,-0.3,-2,-3
CC(C)(C)c1nn(-c2ccccc2)c2[nH]c(=O)c(CNc3ccc4c(c3)OCCO4)cc12,-6,-7,-272,-5,-370,-12,0,-0.9,-3,-1
Cc1cccc(NC(=O)C2CCN(S(C)(=O)=O)CC2)c1C,-4,0,2,-5,-4,6,-6,-0.2,-7,-1
O=C(/C=C/c1ccccc1)NC1CC2CCC1C2 (stereo unspecified),-20,11,0,1,-2,4,9,0.1,5,-1
Cn1c(N)c(C(=O)COC(=O)c2ccc3c(c2)OCCO3)c(=O)n(C)c1=O,3,2,-2,-1,-3,7,2,-0.1,-5,3
COc1ccc(CC(=O)Nc2ccc3nc(C)sc3c2)cc1OC,6,4,4,-8,3,-7,-3,0.5,-1,0
COc1ccc(NC(=O)Nc2cccs2)cc1Cl,8,-2,-2,-5,-2,12,0,-0.1,-5,7
CC(C)(C)NC(=O)NC(=O)COC(=O)C1c2ccccc2Oc2ccccc21,10,-22,1,1,3,15,-4,0.1,0,0
COC(=O)[C@H](Cc1ccc(O)cc1)NCCCn1cnc(C(=O)Nc2ccc(C)c(C)c2)n1,-3,-14,1,1,0,10,3,0.6,-9,-3
CC(C)[C@@H](CO)NC(=O)[C@H]1O[C@@H](n2cnc3c(N)ncnc32)[C@H](O)[C@@H]1O,3,5,4,3,4,12,6,0.0,-7,-1
COc1ccc(N(CC(=O)NCCSC2CCCCC2)S(=O)(=O)c2ccc(C)cc2)cc1,-3,0,1,12,-4,-12,-3,-0.3,0,1
CN(Cc1nc(-c2cccs2)no1)CC1COCCO1 (stereo unspecified),-11,3,0,8,-1,8,6,0.1,8,14
CN(C)/C=C/C1=C([N+](=O)[O-])C(c2cccc([N+](=O)[O-])c2)NC(=O)N1 (stereo unspecified),-3,-9,2,1,-6,28*,0,0.3,0,-3
COc1ccc2c(Cl)c(-c3nnc(SCC(N)=O)n3C)sc2c1,-6,4,1,2,0,-6,8,-0.4,-1,-1
CCCOc1ncnc2c1[nH]c1ccc(OC)cc12,-3,2,-213,-1,-281,-11,-6,-6.0,11,1
CC(=O)c1c(C)[nH]c(C(=O)Nc2ccccc2C)c1C,nt,8,2,-4,-2,nt,5,nt,7,0
Cc1cc(C)cc(NC(=O)c2ccc(S(=O)(=O)NCc3cccnc3)cc2)c1,-6,-16,1,-1,-3,-3,-4,0.0,5,0
CCNC(=O)COC(=O)/C=C/c1ccccc1[N+](=O)[O-],13,14,2,4,-2,-3,-5,-0.6,-1,3
C[C@H]1CN([C@@H](C)CO)C(=O)CCCn2nncc2CO[C@@H]1CN(C)S(=O)(=O)c1cccc(C#N)c1,-6,4,0,3,3,8,1,0.5,-3,2
Cc1c(CCC(=O)O)c(=O)oc2cc(OCc3ccccc3Br)ccc12,11,7,2,-8,-30,7,-2,-1.1,4,1
O=C(NCCOc1ccccc1Cl)c1cccc2c1C(=O)c1ccc(Cl)cc1S2(=O)=O,1,4,2,2,0,7,12,-0.2,9,0
Cc1cc(C(=O)NNC(=O)Nc2cccc(C(F)(F)F)c2)no1,-2,-18,1,2,1,-7,-4,0.0,1,-1
CCOC(=O)N1CCN(C(=O)c2ccc(CS(=O)(=O)c3ccc(OC)cc3)o2)CC1,-4,12,0,-4,0,-3,-7,-0.4,-3,6
COc1ccc(C(=O)O/N=C(\N)c2ccccc2Cl)cc1OC,-11,10,-2,1,-9,1,-1,0.5,6,2
CC(=O)c1ccc(NC(=S)Nc2cccc3ccccc23)cc1,3,4,-96,-3,-142,1,1,-3.8,-3,-6
C/C(=N\N1CCN(c2ccccc2)CC1)c1ccccc1O,-8,-5,0,1,-5,-16,4,0.1,0,-2
Cc1cc(C)c(NC(=O)CSc2nnc(CNC(=O)c3ccco3)o2)c(C)c1,4,5,-2,5,-7,-2,6,0.7,8,3
O=C(CSc1nc2ccccc2[nH]1)N1CCN(S(=O)(=O)c2ccc(Cl)cc2)CC1,2,-17,0,3,0,6,3,0.2,2,0
COc1cccc(N2CCN(C(=O)c3nc4nc(C)cc(C)n4n3)CC2)c1,1,3,1,-7,2,-1,2,0.0,7,1
O=C(Nc1cc(Cl)ccc1Cl)c1ccco1,5,-2,3,-3,1,7,-6,-0.4,-1,-1
C=CCOc1c(CNc2ncn[nH]2)cccc1OCC,4,-2,3,0,0,7,0,-1.0,-6,2
CNC(=S)NNC(=O)COc1cccc(C)c1C,-14,6,0,3,-2,3,-4,0.0,-3,-1
O=C(CC1OC(=O)c2ccccc21)NCC1COc2ccccc2O1 (stereo unspecified),3,8,-1,-1,-6,10,-2,-0.2,6,-2
COc1ccc(CCNC(=O)c2ccc(CNS(=O)(=O)c3ccccc3)cc2)cc1OC,0,5,-3,-5,-4,13,-4,0.4,-1,7
Fc1ccccc1-n1cc(-c2ccccc2)[nH]c1=S,11,14,1,-2,0,3,8,-0.1,1,-1
Cc1cccc(-n2ncc3c(NCCCO)ncnc32)c1,12,3,3,6,7,-3,6,0.3,2,-1
CO/N=C\C(=N\Nc1ccc(OC)cc1)C(=O)c1ccccc1,-13,-1,-2,2,-4,7,0,-0.3,-3,38*
COc1cccc(/C=C2\CC3(OC(=O)c4ccc(F)cc4)CCCN2C3)c1 (stereo unspecified),nt,-8,-4,1,-4,nt,1,0.0,-5,0
COc1ccccc1NC(=O)OC1CC2CC1[C@H]1CCCCN1[C@H]2Cc1ccccc1 (stereo partly specified),nt,5,6,1,5,nt,0,0.0,4,4
CN(C)C(=O)C1(c2ccccc2)CCN(S(=O)(=O)c2ccccc2)CC1,8,5,7,8,4,-7,-2,0.6,-2,-1
O=C(COC(=O)C1CCC(=O)N1)Nc1ccc(Cl)cc1Cl (stereo unspecified),14,1,1,-6,4,4,-4,-0.5,-6,2
CC1CCN(c2ccc(C(=O)O)cc2)CC1,-17,1,0,0,3,-4,-5,0.5,0,-3
CCCCNc1cccc2c1S(=O)(=O)N(CCCC)CC(COCc1ccccc1)O2 (stereo unspecified),-7,7,-6,-2,-2,9,5,0.2,3,-2

# Among those listed so far, these contain an NH in an aromatic ring:
SMILES,ASAP1 inh,sPLA2-III inh,PLC-gamma1 inh,Rev-erbA mod,PLCb3 inh,ARFGAP1 inhibitor,DDE Tn6 FP inh,KLK7 zymogen act,DDE Tn7 FP inh,UHRF1 binding
O=Cc1c[nH]c2cccc(OCc3ccccc3)c12,-6,-6,-42,-2,-55,-12,8,-0.3,-2,-3
CC(C)(C)c1nn(-c2ccccc2)c2[nH]c(=O)c(CNc3ccc4c(c3)OCCO4)cc12,-6,-7,-272,-5,-370,-12,0,-0.9,-3,-1
CCCOc1ncnc2c1[nH]c1ccc(OC)cc12,-3,2,-213,-1,-281,-11,-6,-6.0,11,1
CC(=O)c1c(C)[nH]c(C(=O)Nc2ccccc2C)c1C,nt,8,2,-4,-2,nt,5,nt,7,0
O=C(CSc1nc2ccccc2[nH]1)N1CCN(S(=O)(=O)c2ccc(Cl)cc2)CC1,2,-17,0,3,0,6,3,0.2,2,0
C=CCOc1c(CNc2ncn[nH]2)cccc1OCC,4,-2,3,0,0,7,0,-1.0,-6,2
Fc1ccccc1-n1cc(-c2ccccc2)[nH]c1=S,11,14,1,-2,0,3,8,-0.1,1,-1

# Screens as filed in PubChem.
